Screens deposited in PubChem BioAssay by National Center for Advancing Translational Sciences (NCATS).
Caspase-1 inhib: qHTS Assay for Allosteric/Competitive Inhibitors of Caspase-1. P29466. Caspase-1 enzyme, Ac-WEHD-AFC fluorogenic rate. actives 0.03% (n = 75,000). Potency, µM (titrated, usually from 57.5 µM), inactives show top-dose activity change, negative = inhibition, most hits filed as inhibitors;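 further: plate controls were vehicle for no effect and no substrate for full effect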
Casp7 inh: qHTS Assay for Allosteric/Competitive Inhibitors of Caspase-7. actives 0.02% (n = 75,000). recombinant caspase-7, Ac-DEVD-AFC fluorescence rate. AID 889, 2007. P55210. Potency, µM (top dose mostly 57.5 µM), for the others: at the highest dose activity change, negative = inhibition, most hits filed as inhibitors; active means well fitted inhibition curve with a large enough effect in the main read-out, with a control signal flat, not every such curve was filed as active; inconclusive means small, poorly fitted or top-dose-only effect, or a change in a side signal; further: % of control where 0% means no effect
HEK293 cAMP ctrl: qHTS Assay for Agonists of the Thyroid Stimulating Hormone Receptor: Activators of Intracellular cAMP Concentrations in Parental HEK 293; parental HEK293 CNG cAMP sensor, membrane potential fluorescence; Potency, µM (highest dose often 57.1 µM), for inactives: at the top dose activation, most hits filed as activators; actives 2.5% (n = 73,000); AID 938, 2007; further: % of control where 0% means no effect; nearly all actives have a fitted effect of over 55% in size
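Parental HEK 293 cells stably expressing a cAMP-gated CNG channel were loaded with membrane potential dye containing 100 uM RO 20-1724 for 60 min. Compound added for 30 min; depolarization read as fluorescence intensity at 590 nm.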
ERK AVP block: qHTS Assay for Inhibitors of the ERK Signaling Pathway using a Homogeneous Screening Assay; HEK293-V1b, vasopressin-stimulated pERK AlphaScreen; Potency, µM (titrated, usually from 57.5 µM), without a hit: at the highest dose activity, negative = inhibition, usual class: inhibitors; actives 0.99% (n = 72,000); AID 995, 2007; further: on the % scale 0 is the no-effect control and ±100 the full control effect; nearly all actives have a fitted effect of over 55% in size
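V1b-HEK293 cells; cpd 30 min 37C; 25 nM vasopressin 5 min; lyse 10 min; AlphaScreen beads 5 hr RT. Normalized to DMSO basal and 25 nM vasopressin; AC50 by Hill fit.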
Tau fil binding: qHTS Assay for Tau Filament Binding | Microtubule-associated protein tau (Homo sapiens), P10636 | recombinant tau filaments, thioflavin S fluorescence, 15 h; filaments grown with octadecylsulfate alongside compound | Potency, µM (highest dose often 57.1 µM), inactives show top-dose activity change, negative = inhibition | actives 2% (n = 71,000);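 further: on the % scale 0 is the no-effect control and ±100 the full control effect; actives lower thioflavin S fluorescence by blocking filaments or displacing dye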
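Read-out: ThS fluorescence, 450 nm excitation/510 nm emission; lower signal marks blocked filament formation or displaced dye. Tau at 1 uM with 30 uM ODS, 10 uM ThS, 5 mM DTT, 100 mM NaCl, 10 mM HEPES pH 7.4; 15 h, 37 C.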
Active calls of the source: *; ? = inconclusive; . = no result given. Unless noted, the call rests on the fitted dose curve; in most records, active means well fitted curve in the direction sought with a large enough effect; inconclusive means small, poorly fitted or top-dose-only effect, or another doubt; inactive means no such curve, though single readings can be large; an effect the other way counts as inactive or inconclusive. Potency means the concentration at half of the fitted maximal effect. Only part of the results is shown (hit frequency here may not be typical).

SMILES | Caspase-1 inhib | Casp7 inh | HEK293 cAMP ctrl | ERK AVP block | Tau fil binding
NCCC[C@@H](CC(=O)N[C@@H]1CCCC[C@H]1C(=O)N[C@H](CC(=O)N[C@@H](CCC(=O)O)CC(=O)O)Cc1c[nH]c2ccccc12)NC(=O)C[C@H](CO)NC(=O)[C@@H]1CCCC[C@H]1N | . | . | 27% | . | -13%
NCCC[C@@H](CC(=O)N[C@@H]1CCCC[C@H]1C(=O)N[C@H](CC(=O)N[C@@H](CCC(=O)O)CC(=O)O)Cc1ccccc1)NC(=O)C[C@H](Cc1c[nH]c2ccccc12)NC(=O)[C@@H]1CNCC[C@H]1N | . | . | 14% | . | -22%
CC(C)C[C@@H](CC(=O)N[C@@H](CCCN)CC(=O)N[C@@H]1CCNC[C@H]1C(=O)N[C@H](CC(=O)N[C@@H](CCC(=O)O)CC(=O)O)Cc1c[nH]c2ccccc12)NC(=O)[C@@H]1CNCC[C@H]1N | . | . | 11% | . | -17%
CC(C)C[C@@H](CC(=O)N[C@@H](CCC(=O)O)CC(=O)O)NC(=O)[C@@H]1CNCC[C@H]1NC(=O)C[C@H](CCCN)NC(=O)C[C@H](CO)NC(=O)[C@@H]1CNCC[C@H]1N | . | . | ? | . | -7%
CC(C)C[C@@H](CC(=O)N[C@@H](CCCN)CC(=O)N[C@@H]1CCCC[C@H]1C(=O)N[C@H](CC(=O)N[C@@H](CCC(=O)O)CC(=O)O)Cc1c[nH]c2ccccc12)NC(=O)[C@@H]1CCCC[C@H]1N | . | . | 5% | . | -3%
CC(C)C[C@@H](CC(=O)N[C@@H](CCC(=O)O)CC(=O)O)NC(=O)[C@@H]1CNCC[C@H]1NC(=O)C[C@@H](NC(=O)C[C@H](CO)NC(=O)[C@@H]1CNCC[C@H]1N)C(C)C | . | . | 7% | . | -10%
CC(C)C[C@@H](CC(=O)N[C@H](CC(=O)N[C@@H]1CCNC[C@H]1C(=O)N[C@H](CC(=O)N[C@@H](CCC(=O)O)CC(=O)O)Cc1ccccc1)C(C)C)NC(=O)[C@@H]1CNCC[C@H]1N | . | . | ? | . | -8%
CC(C)C[C@@H](CC(=O)N[C@@H](CCCN)CC(=O)N[C@@H]1CCNC[C@H]1C(=O)N[C@H](CC(=O)N[C@@H](CCC(=O)O)CC(=O)O)Cc1c[nH]c2ccccc12)NC(=O)[C@@H]1CCCC[C@H]1N | . | . | 7% | . | -14%
NCCC[C@@H](CC(=O)N[C@@H]1CCCC[C@H]1C(=O)N[C@H](CC(=O)N[C@@H](CCC(=O)O)CC(=O)O)Cc1c[nH]c2ccccc12)NC(=O)C[C@H](Cc1c[nH]c2ccccc12)NC(=O)[C@@H]1CNCC[C@H]1N | . | . | 16% | . | -12%
CC(C)C[C@@H](CC(=O)N[C@@H](CCC(=O)O)CC(=O)O)NC(=O)[C@@H]1CCCC[C@H]1NC(=O)C[C@H](CCCN)NC(=O)C[C@H](CO)NC(=O)[C@@H]1CCCC[C@H]1N | . | . | 12% | . | -23%
NCCC[C@@H](CC(=O)N[C@@H]1CCNC[C@H]1C(=O)N[C@H](CC(=O)N[C@@H](CCC(=O)O)CC(=O)O)Cc1c[nH]c2ccccc12)NC(=O)C[C@H](Cc1c[nH]c2ccccc12)NC(=O)[C@@H]1CNCC[C@H]1N | . | . | ? | . | -2%
CC(C)[C@@H](CC(=O)N[C@@H]1CCCC[C@H]1C(=O)N[C@H](CC(=O)N[C@@H](CCC(=O)O)CC(=O)O)Cc1c[nH]c2ccccc12)NC(=O)C[C@H](Cc1ccccc1)NC(=O)[C@@H]1CNCC[C@H]1N | . | . | -14% | . | -10%
CC(C)C[C@@H](CC(=O)N[C@@H](CCC(=O)O)CC(=O)O)NC(=O)[C@@H]1CCCC[C@H]1NC(=O)C[C@H](CCCN)NC(=O)C[C@H](Cc1c[nH]c2ccccc12)NC(=O)[C@@H]1CCCC[C@H]1N | . | . | 3% | . | 8%
CC(C)C[C@@H](CC(=O)N[C@H](CC(=O)N[C@@H]1CCCC[C@H]1C(=O)N[C@H](CC(=O)N[C@@H](CCC(=O)O)CC(=O)O)Cc1c[nH]c2ccccc12)C(C)C)NC(=O)[C@@H]1CNCC[C@H]1N | . | . | 2% | . | -6%
NCCC[C@@H](CC(=O)N[C@@H]1CCCC[C@H]1C(=O)N[C@H](CC(=O)N[C@@H](CCC(=O)O)CC(=O)O)Cc1ccccc1)NC(=O)C[C@H](Cc1ccccc1)NC(=O)[C@@H]1CCCC[C@H]1N | . | . | 0.032µM* | . | -5%
Oc1ccccc1 | 2% | . | . | 15% | -3%
CS(=O)(=O)C1=C(O)C(=O)N(c2ccccc2)C1c1ccccc1 (stereo unspecified) | -3% | 0% | -10% | . | .
CCNc1nc(NC(C)C)nc(Oc2ccc(OCCOc3ccccc3)nn2)n1 | -1% | -2% | ? | . | .
CCN(CC)CCCC(C)NC(=O)c1ccc(Cc2nc3ccccc3[nH]2)cc1 (stereo unspecified) | -2% | 2% | -16% | . | .
CC(=O)Nc1ccc(S(=O)(=O)NC(CC(=O)N(C)Cc2ccccc2)C(C)C)cc1 (stereo unspecified) | -3% | 0% | -2% | . | .
CCOC(=O)CCN1CCN(C(=O)c2ccc(-n3c(=O)c(=O)[nH]c4ccccc43)cc2)CC1 | -2% | -1% | -4% | . | .
COc1ccc(CCNC(=O)C2CCC(CNc3c(N4CCCC4)c(=O)c3=O)CC2)cc1OC (stereo unspecified) | 0% | 1% | 11% | . | .
Cc1cc(=O)[nH]c(SCC(=O)c2ccc(C)c(C)c2)n1 | -2% | 0% | 9% | . | .
COc1ccc(-n2nnc3c(SCC(=O)N4CCCc5ccccc54)ncnc32)cc1 | 0% | 0% | -2% | . | .
CCc1nn(C(C)C(=O)N2CCc3ccccc3C2)c(=O)c2cc3occc3n12 (stereo unspecified) | -5% | -2% | -5% | . | .
CCN(CC)c1ccc(NC(=O)CN2CCN(c3ccccc3F)CC2)cc1 | -3% | -4% | 23% | . | .
CCn1ncc(C2=NOC(C(=O)NCc3ccc(OC)cc3)C2)c1C (stereo unspecified) | -2% | 2% | ? | . | .
COc1ccc(C2C(C#N)=C(N)Oc3cc(N)ccc32)cc1OC (stereo unspecified) | -19% | -23% | -4% | . | .
Cc1ccc(CNc2ncnc3c2cnn3-c2ccccc2)cc1 | -1% | -2% | 23% | . | .
CN(C)CCCCNC(=O)c1ccc(Cc2nc3ccccc3[nH]2)cc1 | 0% | 0% | 3% | . | .
CCn1ncc(C2=NOC(C(=O)N3CCN(c4ccccc4)CC3)C2)c1C (stereo unspecified) | 2% | 0% | -24% | . | .
CC(=O)NC(O)C(=O)c1ccccc1 (stereo unspecified) | -1% | -2% | -6% | . | .
COC(=O)c1ccc(NC(=O)CN2CCN(c3ccc(Cl)cc3)CC2)cc1 | -2% | -2% | ? | . | .
CCOc1ccc(N2C(=O)CC(N3CCN(C(=O)c4ccco4)CC3)C2=O)cc1 (stereo unspecified) | 1% | -2% | -4% | . | .
O=C(CN1C(=O)CC(c2ccco2)Sc2ccccc21)NCC1CCCO1 (stereo unspecified) | -2% | -5% | -3% | . | .
FC(F)(F)c1cccc(N2CCN(Cc3cccnc3)CC2)c1 | -2% | -2% | -10% | . | .
Oc1cccc(C=NCc2ccccc2)c1O | -9% | -20% | 12% | . | .
Cc1ccccc1NC(=O)CCN1CCN(Cc2ccccc2)CC1 | -2% | 0% | ? | . | .
O=C(O)CN=C(NS(=O)(=O)c1ccccc1)c1ccccc1 | -3% | -1% | -14% | . | .
CCOC(=O)c1ccc(NC(=O)NCCN2CCCCC2)cc1 | 0% | 1% | -16% | . | .
Cc1cccc(NS(=O)(=O)c2cc(C(=O)O)ccc2Cl)c1 | -2% | -1% | 10% | . | .
CCOC(=O)c1ccc(CNC(=O)CCC(=O)O)cc1 | -1% | 0% | 10% | . | .
CCOc1ccc(C(=O)N2CCCN(C(=O)c3ccc(OCC)cc3)CC2)cc1 | 4% | -1% | 13% | . | .
COc1ccc(S(=O)(=O)N(CC(=O)N2CCCC2)Cc2ccccc2)cc1 | -1% | 1% | -8% | . | .
CCCc1[nH]nc2c1C(c1cccnc1)C(C#N)=C(N)O2 (stereo unspecified) | -3% | 1% | -14% | . | .

Part of the list above, with two lines to a compound.
Order of results: Caspase-1 inhib	Casp7 inh	HEK293 cAMP ctrl	ERK AVP block	Tau fil binding
> COC(=O)c1ccc(NC(=O)CN2CCN(c3ccc(Cl)cc3)CC2)cc1
→ -2%	-2%	?	.	.
> CCOc1ccc(N2C(=O)CC(N3CCN(C(=O)c4ccco4)CC3)C2=O)cc1 (stereo unspecified)
→ 1%	-2%	-4%	.	.

(list continues)
SMILES | Caspase-1 inhib | Casp7 inh | HEK293 cAMP ctrl | ERK AVP block | Tau fil binding
Cc1c2cnn(CC(=O)N3CCN(c4ncccn4)CC3)c(=O)c2c(C)n1Cc1ccc(F)cc1 | 0% | -2% | 6% | . | .
O=C(c1csc2c1CCCC2)n1cccn1 | 2% | -1% | 6% | . | .
Cc1c(NC(=O)CN2C(=O)c3ccccc3C2=O)c(=O)n(-c2ccccc2)n1C | -1% | 2% | -10% | . | .
Cc1ccccc1NC(=O)c1cnc2ccccn2c1=O | -10% | -1% | 1% | . | .
CCn1c(C(=O)N2CCC(Cc3ccccc3)CC2)cc2sccc21 | -4% | -7% | 24% | . | .
CC1(C)Cc2c(sc(/N=C/N3CCOCC3)c2C#N)C(C)(C)N1 | 0% | -1% | -1% | . | .
O=C(CN1CCN(S(=O)(=O)c2ccc(Br)cc2)CC1)Nc1ccc2c(c1)OCCO2 | -4% | -4% | 17% | . | .
COc1ccc(-n2nnc3c(SCC(=O)NCc4ccco4)ncnc32)cc1 | -4% | -3% | 6% | . | .
CS(=O)(=O)Nc1ccc(S(=O)(=O)N2CCOCC2)cc1 | 0% | -1% | -16% | . | .
O=C(Nc1ccccc1C(F)(F)F)N1CCN(c2ccc3nnc(-c4ccc(F)cc4)n3n2)CC1 | -2% | -3% | 16% | . | .
Cn1c(C(=O)N2CCc3ccccc3C2)cc2oc3ccccc3c21 | -4% | -2% | 14% | . | .
CC(C(=O)N1CCCCC1)n1sc2ccccc2c1=O (stereo unspecified) | -4% | -1% | -13% | . | .
CCN(CC)CCCC(C)NC(=O)c1ccc(-n2c(=O)c(=O)[nH]c3ccccc32)cc1 (stereo unspecified) | 0% | -1% | 5% | . | .
CCOc1cc(-c2nnc(-c3ccco3)o2)cc(OCC)c1OCC | 5% | -1% | -7% | . | .
C=CCc1cccc2cc(C(=O)NCc3cccnc3)c(=O)oc12 | -5% | -2% | -7% | . | .
COc1ccc(S(=O)(=O)N(C)CC(=O)O)cc1C | 0% | -2% | -25% | . | .
Cc1ccc(NC(=O)CC(=O)NCCN2CCOCC2)cc1 | -7% | 1% | ? | . | .

Taken from the listing (four entries):
SMILES | Caspase-1 inhib | Casp7 inh | HEK293 cAMP ctrl | ERK AVP block | Tau fil binding
NCCC[C@@H](CC(=O)N[C@@H]1CCCC[C@H]1C(=O)N[C@H](CC(=O)N[C@@H](CCC(=O)O)CC(=O)O)Cc1c[nH]c2ccccc12)NC(=O)C[C@H](CO)NC(=O)[C@@H]1CCCC[C@H]1N | . | . | 27% | . | -13%
NCCC[C@@H](CC(=O)N[C@@H]1CCCC[C@H]1C(=O)N[C@H](CC(=O)N[C@@H](CCC(=O)O)CC(=O)O)Cc1ccccc1)NC(=O)C[C@H](Cc1c[nH]c2ccccc12)NC(=O)[C@@H]1CNCC[C@H]1N | . | . | 14% | . | -22%
CC(C)C[C@@H](CC(=O)N[C@@H](CCCN)CC(=O)N[C@@H]1CCNC[C@H]1C(=O)N[C@H](CC(=O)N[C@@H](CCC(=O)O)CC(=O)O)Cc1c[nH]c2ccccc12)NC(=O)[C@@H]1CNCC[C@H]1N | . | . | 11% | . | -17%
CC(C)C[C@@H](CC(=O)N[C@@H](CCC(=O)O)CC(=O)O)NC(=O)[C@@H]1CNCC[C@H]1NC(=O)C[C@H](CCCN)NC(=O)C[C@H](CO)NC(=O)[C@@H]1CNCC[C@H]1N | . | . | ? | . | -7%
